Screening data as filed in PubChem.
CBFb RUNX1 block = blocks binding between human CBF-beta and RUNX1. 230,000 tested, under 10 active. Q01196+Q13951. AID 1477. Potency, µM (highest dose often 59.8 µM), without a hit: at the highest dose activity, negative = inhibition, hits mostly inhibitors. AlphaScreen CBFb-His/RUNX1-biotin binding, biochemical; note: % of control where 0% means no effect
Target sequence (Q01196 whole entry, looked up): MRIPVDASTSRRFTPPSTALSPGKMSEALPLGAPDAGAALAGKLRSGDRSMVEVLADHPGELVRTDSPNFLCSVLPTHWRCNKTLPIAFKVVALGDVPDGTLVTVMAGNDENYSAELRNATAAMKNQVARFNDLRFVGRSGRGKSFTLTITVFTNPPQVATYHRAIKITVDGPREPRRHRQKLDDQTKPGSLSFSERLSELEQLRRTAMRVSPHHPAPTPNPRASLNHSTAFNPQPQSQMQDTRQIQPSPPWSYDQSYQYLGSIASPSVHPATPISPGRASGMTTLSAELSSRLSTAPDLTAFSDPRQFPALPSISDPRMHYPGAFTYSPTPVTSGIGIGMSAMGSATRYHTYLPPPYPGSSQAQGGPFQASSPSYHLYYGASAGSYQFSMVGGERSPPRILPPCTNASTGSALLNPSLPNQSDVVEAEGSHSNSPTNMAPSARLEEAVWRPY
Target sequence (Q13951 whole entry, looked up): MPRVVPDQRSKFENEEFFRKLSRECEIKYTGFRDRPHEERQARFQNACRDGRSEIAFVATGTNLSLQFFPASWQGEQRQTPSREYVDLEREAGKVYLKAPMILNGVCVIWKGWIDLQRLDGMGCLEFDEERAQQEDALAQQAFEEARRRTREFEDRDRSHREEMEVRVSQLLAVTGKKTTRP
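Bead-based AlphaScreen assay; binding partners His-tagged CBF-beta and biotinylated RUNX1 at 30 nM each. Compound exposure 15 min after a 20-min protein preincubation; bead step 90 min; all steps at room temperature.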
KinaseGlo FLuc = counter-screen: inhibitors of Kinase-Glo firefly luciferase | Potency, µM (top dose mostly 38.3 µM), inactives show at the highest dose activity change, negative = inhibition, actives largely listed as inhibitors | Q27757 | Kinase-Glo luciferase, ATP luminescence, 8 min | hit rate 0.28% among 200,000; note: potency is the fitted concentration of half-maximal effect; % is set by controls: 0 for no effect and ±100 for the full control effect; nearly all actives have a fitted effect of over 60% in size
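Inhibition of Kinase-Glo luciferase light generation was assessed at 10 uM ATP in pH 7.2 imidazole buffer, with luminescence measured after eight minutes at ambient temperature.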
NPSR antag = blocks cAMP signaling of the human neuropeptide S receptor; AID 1461; hit rate 1% among 220,000; CHO-NPSR cells, cAMP TR-FRET, antagonist mode; Q6W5P4; Potency, µM (doses to about 38.3 µM), without a hit: top-dose activity change, negative = inhibition, actives largely listed as inhibitors; note: potency is the fitted concentration of half-maximal effect; % is set by controls: 0 for no effect and ±100 for the full control effect; nearly all actives have a fitted effect of over 50% in size; many of its hits are not listed in these tables
Target sequence (Q6W5P4 whole entry, looked up): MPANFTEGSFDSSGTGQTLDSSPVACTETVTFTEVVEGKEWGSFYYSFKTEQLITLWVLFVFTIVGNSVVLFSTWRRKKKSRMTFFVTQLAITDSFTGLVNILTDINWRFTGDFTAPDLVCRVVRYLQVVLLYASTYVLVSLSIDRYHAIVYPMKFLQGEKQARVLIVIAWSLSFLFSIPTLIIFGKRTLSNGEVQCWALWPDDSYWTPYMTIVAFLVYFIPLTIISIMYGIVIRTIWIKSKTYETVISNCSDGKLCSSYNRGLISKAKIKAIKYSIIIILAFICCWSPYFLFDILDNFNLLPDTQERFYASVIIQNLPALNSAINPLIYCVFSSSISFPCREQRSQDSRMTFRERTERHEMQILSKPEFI
Lamin A splicing = changes lamin A minigene splicing in HeLa cells; hit rate 0.01% among 200,000; HeLa LMNA splicing GFP/RFP minigene ratio, 48 h; Potency, µM (top dose mostly 46.1 µM), for inactives: at the top dose ratio change, negative = inhibition, usual class: inhibitors; AID 1487; active = well fitted inhibition curve with a large enough effect in the signal ratio, with a control signal flat, not every such curve was filed as active; inconclusive = small, poorly fitted or top-dose-only effect, or effect the other way, or a change in a side signal; the % refers to the signal ratio; note: potency is the fitted concentration of half-maximal effect; % is set by controls: 0 for no effect and ±100 for the full control effect
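Read-out is the ratio of GFP to DsRed2 object intensity, acquired by 488 nm laser-scanning cytometry on HeLa lamin A-EGFP minigene reporter cells. Compound incubation 48 hrs at 37 °C in Opti-MEM with 2% FBS; DMSO 0.5% final.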
IMPase Li inh = IMPase inhibition in cells with lithium potentiation | Potency, µM (doses to about 59.4 µM), inactives show at the top dose activity, negative = IMPase inhibition, usual class: inhibitors | CHO-M1 cells, IP1 TR-FRET (IP-One), carbachol + lithium | AID 1457 | hit rate 0.35% among 210,000;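 note: IP1 builds up when IMPase is blocked and the TR-FRET signal falls; potency is the fitted concentration of half-maximal effect; plate controls were basal vehicle for no effect and high inhibitor control for full effect; nearly all actives have a fitted effect of over 50% in size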
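Readout is a homogeneous TR-FRET IP1 immunoassay (Ex 320, Em 665 and 620), where raised cytosolic IP1 lowers signal. Cells were CHO-M1 treated 30 min at 37C with test compounds plus a little lithium; AC50 values came from Hill-equation fitting.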
HttQ103 aggreg = inhibitors of mutant huntingtin aggregate formation in PC12 cells; PC12 HttQ103-GFP aggregates, Acumen cytometry, 40 h; Potency, µM (top dose mostly 46.1 µM), inactives show at the highest dose activity change, negative = inhibition, most hits filed as inhibitors; hit rate 1.1% among 220,000; AID 1688; note: potency is the fitted concentration of half-maximal effect; % is set by controls: 0 for no effect and ±100 for the full control effect; nearly all actives have a fitted effect of over 60% in size
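Compounds (qHTS titration) were added to PC12 cells expressing an ecdysone-driven HTT exon 1 Q103–GFP fusion after induction with 100 nM tebufenozide. Aggregate formation was measured as GFP objects in cell lysates.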
Epigenetic reg = regulators of epigenetic silencing causing reporter derepression in mouse cells. murine LDR cells, GFP reporter derepression, 30 h. Potency, µM (titrated, usually from 53.9 µM), inactives show top-dose GFP activation, hits mostly activators. hit rate 0.2% among 280,000. AID 1865; note: potency is the fitted concentration of half-maximal effect; % of control where 0% means no effect; nearly all actives have a fitted effect of over 60% in size
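Readout is the number of GFP-expressing murine LDR cells, counted by cytometry following washing. Cells were treated with compound for 30 h at 37 C; the stably integrated CMV-GFP locus is normally silent.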
Active calls of the source: *; ? = inconclusive; / = no result given; [ ] = another dose, or the depositor's remark. Unless noted, calls come from the whole dose curve; as a rule, active = well fitted curve in the direction sought with a large enough effect; inconclusive = small, poorly fitted or top-dose-only effect, or another doubt; inactive = no such curve, though single readings can be large; an effect the other way counts as inactive or inconclusive.

The line under a structure holds: CBFb RUNX1 block	KinaseGlo FLuc	NPSR antag	Lamin A splicing	IMPase Li inh	HttQ103 aggreg	Epigenetic reg
#1 CCN(CC)S(=O)(=O)c1ccc2c(c1)nc(CCC(=O)OCC(=O)Nc1cc(OC)cc(OC)c1)n2C
    1.8%	4.6%	2.1%	2.6%	4.4%	3.9%	0.0%
#2 CN(Cc1nc2ccccc2n1C)C(=O)c1cccs1
    3.7%	6.1%	-8.3%[46.1 µM]	-0.7%	-3.7%	-14.8%	0.0%
#3 COc1ccc(C(=O)N2CCCC(c3ccccc3)C2)cc1 (configuration not stated)
    -0.8%	-2.6%	6.8%[46.1 µM]	?	2.1%[38.3 µM]	7.7%[9.22 µM]	-0.4%
#4 COc1cc(NC(=O)c2cc3c(Cl)nc4ccccc4c3s2)cc(OC)c1OC
    -18.6%	-0.1%	-1.9%	-19.1%	10.4%	-12.0%	1.1%
#5 Cc1nc2sc(C(=O)OCC(=O)N3c4ccccc4CC3C)c(C)c2c(=O)[nH]1 (configuration not stated)
    -3.6%	1.2%	-5.1%	/	3.2%	14.8%	-5.1%
#6 Cc1ccc2cccc(OCC(=O)Nc3ccc4c(c3)OCO4)c2n1
    -0.5%	-2.3%	-11.7%	?	11.7%	-10.5%	8.5%
#7 O=C(NC(NC(=S)Nc1ccccc1C(=O)O)C(Cl)(Cl)Cl)c1cccc([N+](=O)[O-])c1 (configuration not stated)
    -3.1%	0.4%	0.1%[46.1 µM]	?	2.4%[38.3 µM]	10.2%	-1.1%
#8 N#Cc1cc2ccccc2nc1N
    0.2%	-3.1%	14.2%	-1.1%[46 µM]	-8.7%	-5.5%	0.0%
#9 CCCCCC(=O)N1CCN(CCN=CC2=C(O)CC(c3cccs3)CC2=O)CC1 (configuration not stated)
    0.0%	3.0%	-13.6%[46.1 µM]	-2.7%	-14.6%[38.3 µM]	8.2%[9.22 µM]	-0.6%
#10 COC(=O)CSc1ccc2nnc(-c3ccc(OC)c(OC)c3)n2n1
    3.0%	2.8%	9.1%	?	5.7%	8.7%	-1.0%

Some values from the entries so far:
#9 – NPSR antag: -13.6%[46.1 µM]
#7 – CBFb RUNX1 block: -3.1%
#5 – HttQ103 aggreg: 14.8%

Continuation:
The line under a structure holds: CBFb RUNX1 block	KinaseGlo FLuc	NPSR antag	Lamin A splicing	IMPase Li inh	HttQ103 aggreg	Epigenetic reg
#11 O=C(NCc1ccccc1)C(c1ccc(F)cc1)N(Cc1ccco1)C(=O)c1ccccn1 (configuration not stated)
    -9.4%	-1.3%	-10.5%[46.1 µM]	3.7%	2.8%[38.3 µM]	24.7%	-2.3%
#12 Cn1c(=O)c2c(O)c(Cc3ccccc3)c(=O)[nH]c2n(C)c1=O
    -1.1%	-2.5%	1.2%	0.2%	-4.9%	-14.7%	-1.0%
#13 O=C(Nc1nnc(SCc2ccccc2F)s1)c1ccco1
    2.1%	-0.3%	-0.6%[46.1 µM]	-4.9%	1.8%	21.2%	0.0%
#14 CCOCCn1c(CN2CCC(C)CC2)nc2c1c(=O)n(C)c(=O)n2C
    -5.4%[2.36 µM]	-1.8%	11.4%	7.2%	1.0%	10.5%	-3.1%
#15 CCN(CC)C(=O)C1CCN(c2ncnc3c2cnn3-c2ccc(C)cc2C)CC1
    0.1%	2.5%	?	-2.1%	11.9%[38.3 µM]	4.6%	-1.9%
#16 Cn1c(=O)c2[nH]c(N/N=C(/C#N)C(N)=O)nc2n(C)c1=O
    6.7%	/	2.2%	/	/	0.6%[9.22 µM]	-0.3%
#17 COc1ccc(CCN=C2SCC(=O)N2Cc2ccccc2)cc1OC
    3.4%	1.5%	-14.7%	/	11.2%	-5.6%	8.0%
#18 Cc1ccc(SCCNC(=O)C(C)C)cc1
    2.9%	1.1%	-6.6%[46.1 µM]	-5.2%	14.4%[38.3 µM]	-1.9%	-1.1%
#19 CN1/C(=C\C(=O)c2ccccc2Cl)c2ccccc2CC1(C)C
    -5.0%	0.6%	-34.1%	?	16.1%	7.7%	0.0%
#20 COc1ccc(CC2NCCC3(O)CCCCC23)cc1 (configuration not stated)
    9.4%	0.5%	-3.3%[46.1 µM]	0.4%	-6.6%[38.3 µM]	-6.7%	-5.8%
#21 Cc1[nH]c(=S)c(C#N)c(C)c1CCC#N
    2.0%	/	7.0%	/	/	3.1%[9.22 µM]	0.1%
#22 COc1ccc2c3c(cccc13)N(C)N=C2C
    -24.2%	-8.3%	-11.8%[46.1 µM]	4.1%	9.7%[38.3 µM]	-16.6%	-2.6%
#23 Cc1ccnc(NC(=O)c2cc3ccccc3oc2=O)c1
    11.4%	11.2µM*	4.7%	-4.6%[46 µM]	-3.3%	-1.6%	-2.6%
#24 Nc1nc(SCC(=O)Nc2cccc(Oc3ccccc3)c2)n[nH]1
    -1.0%	-3.5%	-2.9%	?	-5.5%	?	-1.3%
#25 Cc1cccc(NC2=C(Cl)C(=O)OC2OC(C)C)c1 (configuration not stated)
    5.1%	1.2%	-2.6%	14.8%[46 µM]	-7.8%	2.4%	1.1%
#26 COc1ccc2nc(NC(=O)CCN3C(=O)c4ccccc4C3=O)sc2c1
    -4.1%	-0.1%	-29.0%[46.1 µM]	4.6%	0.4%[38.3 µM]	11.2%	-1.1%
#27 O=C(CSc1ncccc1C(=O)O)c1ccccc1
    1.2%	5.1%	6.4%[46.1 µM]	15.3%	1.0%[38.3 µM]	-6.8%	0.9%
#28 CC(=O)Nc1cc(C(N)=O)c(Cl)cc1Cl
    0.3%	-1.4%	0.8%[46.1 µM]	0.7%	1.7%[38.3 µM]	12.0%	2.9%
#29 COc1ccc(CNC(=O)COC(=O)C2CCC(C(C)(C)C)CC2)cc1 (configuration not stated)
    -1.3%	-0.2%	-19.1%	5.4%	9.3%	9.1%	0.0%
#30 COC(=O)[C@@]1(Cc2ccccc2)[C@H]2c3cc(C(=O)N(C)C)n(Cc4ccccn4)c3C[C@H]2CN1C(=O)c1ccccc1
    -2.4%	-0.6%	/	/	1.3%	/	-4.3%

The closing three records of the part before are carried over, then new ones follow:
The line under a structure holds: CBFb RUNX1 block	KinaseGlo FLuc	NPSR antag	Lamin A splicing	IMPase Li inh	HttQ103 aggreg	Epigenetic reg
#28 CC(=O)Nc1cc(C(N)=O)c(Cl)cc1Cl
    0.3%	-1.4%	0.8%[46.1 µM]	0.7%	1.7%[38.3 µM]	12.0%	2.9%
#29 COc1ccc(CNC(=O)COC(=O)C2CCC(C(C)(C)C)CC2)cc1 (configuration not stated)
    -1.3%	-0.2%	-19.1%	5.4%	9.3%	9.1%	0.0%
#30 COC(=O)[C@@]1(Cc2ccccc2)[C@H]2c3cc(C(=O)N(C)C)n(Cc4ccccn4)c3C[C@H]2CN1C(=O)c1ccccc1
    -2.4%	-0.6%	/	/	1.3%	/	-4.3%
#31 CN(C)c1ccc(-c2nccc(NCCN3CCOCC3)n2)cc1
    /	-5.1%	/	?	-0.5%	/	1.5%
#32 CCOc1ccc(NC(=O)c2ccc(S(=O)(=O)N(C)C)cc2)cc1
    8.9%	-1.4%	-8.0%[46.1 µM]	-13.4%	33.5%[38.3 µM]	-17.6%	0.0%
#33 CC1(C)CC(=O)C2=C(C1)OC(N)=C(C#N)C2c1ccc[nH]1 (configuration not stated)
    -21.9%	-4.6%	-15.2%	/	4.8%	-15.8%[9.22 µM]	-1.0%
#34 CCOC(=O)CN1C(=O)S/C(=C/c2ccc(N3CCCCC3)o2)C1=O
    0.8%	-1.9%	-13.9%[46.1 µM]	24.9%	-3.4%[38.3 µM]	11.3%	?
#35 CCc1nc2c(nnn2Cc2ccc(F)cc2)c(=O)[nH]1
    1.9%	-2.6%	-9.0%[46.1 µM]	9.2%	29.7%[38.3 µM]	1.1%	6.3%
#36 O=C(CCC(=O)N1CCCC1)Nc1nnc(C2CCCCC2)s1
    -2.1%	-5.4%	-10.2%[46.1 µM]	18.1%	3.5%[38.3 µM]	-12.7%	1.8%
#37 Cc1ccc2c(c1)c1c3n2CC(=C2C(=O)OC(C)(C)OC2=O)NC3CCC1 (configuration not stated)
    4.7%	1.7%	-18.0%[46.1 µM]	1.5%	7.6%[38.3 µM]	4.1%	-6.3%
#38 N#Cc1c(NC(=S)NC(=O)Cc2cccs2)sc2c1CCCCC2
    -7.2%	0.3%	-4.3%[46.1 µM]	?	0.8%[38.3 µM]	0.6%	-0.9%
#39 CC1CC(C)CN(C(=O)COc2ccc([N+](=O)[O-])cc2Cl)C1 (configuration not stated)
    1.2%	/	-12.3%	/	5.1%	-9.1%	-0.3%
#40 Cc1nc(/C(N)=N/OC(=O)c2ccc(Cl)cc2)c(C(F)(F)F)o1
    1.9%	/	-9.0%	/	/	-12.9%[9.22 µM]	1.1%
#41 COC(=O)c1ccc(C(=O)OC)c(NC(=O)COC(=O)C2CCCCC2)c1
    1.5%	0.2%	-15.3%[46.1 µM]	-0.6%	21.3%[38.3 µM]	0.1%	-0.7%
#42 O=[N+]([O-])c1ccc(N2CCOCC2)cc1NC(c1ccccc1)c1ccccc1
    ?	7.9%	-29.0%	?	3.6%	23.3%	-1.9%
#43 O=C(c1cc(S(=O)(=O)N2CCCCC2)c(Cl)cc1N1CCOCC1)N1CCOCC1
    -1.2%	-1.8%	-7.9%[46.1 µM]	-1.4%	-3.3%[38.3 µM]	7.2%	-4.0%
#44 COCCn1c(=O)[nH]c2cc(C(=O)NC3CCCCCC3)ccc2c1=O
    10.4%	2.6%	-0.5%[46.1 µM]	0.9%	-27.6%[38.3 µM]	-3.9%	0.0%
#45 COC(=O)CN=C1OC(=O)N2C(=O)C3=C4[C@@H](C[C@H]5C(=O)N(c6ccccc6)C(=O)[C@H]5[C@H]4[C@@]12Cc1ccccc1)[C@H]1C(=O)N(c2ccccc2)C(=O)[C@H]1[C@H]3C
    6.1%	/	6.2%	/	/	-21.6%[9.22 µM]	-1.2%
#46 C1CC(CN2CCOCC2)CN(Cc2nc(CC3CC3)no2)C1 (configuration not stated)
    -3.2%	/	-6.0%	/	12.8%	5.5%[9.22 µM]	-1.2%
#47 COc1cccc(C=NCC(C)N=Cc2cccc(OC)c2O)c1O (configuration not stated)
    -16.7%	1.4%	-9.0%	-4.7%	-2.6%	-7.2%	0.0%
#48 O=C(NNc1cc(Cl)cc(Cl)c1)c1c(F)cccc1Cl
    2.6%	/	-19.1%	/	/	-8.2%[9.22 µM]	-1.1%
#49 O=C(/C=C/C=C/c1ccc2c(c1)OCO2)N1CCCCC1
    6.9%	-0.5%	/	/	1.6%	/	-0.5%

These rows are one share of the data, so the mix of outcomes need not match the whole.
